High-throughput results deposited in PubChem by National Center for Advancing Translational Sciences (NCATS).
TRPV1 agonist – agonists of human vanilloid receptor 1 (TRPV1) | TRPV1-expressing cells, Fluo-8 calcium influx, agonist mode | activation, % at 8.33 µM | actives 0.19% (n = 320,000) | Q8NER1; in the data active = activation above about 80%; inconclusive = between about 30% and that limit; also: 0% is about no effect
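Cells expressing TRPV1 were dye-loaded with Fluo-8 and read kinetically: 10 s baseline, 3 min after compound (agonist portion), then 2 min after EC20 capsaicin (allosteric enhancer portion). Calcium-bound dye fluorescence at 480/520 nm.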
MBNL1-CUG inh – inhibitors of human MBNL1 binding to CUG repeat RNA; Q9NR56; TR-FRET MBNL1-His/biotin-(CUG)12 binding, 665/545 ratio; Potency, µM (titrated, usually from 57.5 µM), for inactives: at the top dose activity change, negative = inhibition, actives largely listed as inhibitors; actives 0.036% (n = 280,000); AID 2675; active = well fitted inhibition curve with a large enough effect in the signal ratio, with a control signal flat, not every such curve was filed as active; inconclusive = small, poorly fitted or top-dose-only effect, or effect the other way, or a change in a side signal; inactive = no such curve, though single readings can be large or run the other way; the % refers to the signal ratio; also: potency is read from the fitted curve at half-maximal effect; % is scaled to controls: 0 for no effect and ±100 for the full control effect
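Compound titration spanned 92 nM–58 uM against the MBNL1-His/biotin-(CUG)12 complex. After 60 min at room temperature with 5 nM streptavidin-XL665 and 0.055 ng/ul terbium anti-His, ratiometric 665/545 nm emission (Ex 340 nm) normalized to controls.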
KCNH2 WT inh – KCNH2 (human, wildtype) channel inhibition; Q12809; U2OS, BacMam KCNH2, thallium flux FluxOr; stronger effect = lower value; activity change, % at 1.84 µM; actives 0.37% (n = 340,000);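 active = maximum activity change below -70%; inconclusive = maximum activity change between -70% and -50%; inactive = maximum activity change above -50%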; also: % is scaled to controls: 0 for no effect and ±100 for the full control effect
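U2OS cells transduced with wild-type KCNH2 virus are loaded with FluxOr dye for 45 min, and thallium flux is measured in kinetic reads before and after stimulation buffer. Rate constants are normalized to DMSO controls.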
Coupling enz – coupling enzyme interference in Giardia aldolase counter-screen | activity change, negative = inhibition, % at 58.2 µM, hits read low | AID 2472 | actives 0.67% (n = 290,000) | coupling enzyme system counterscreen, AmpLite Red fluorescence; in the data active = activity change below about -30%; also: % is scaled to controls: 0 for no effect and ±100 for the full control effect
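Final compound at 57.5 uM, incubated 10 min at RT with coupling enzyme reagent (glyceraldehyde-3-phosphate), then 20 min with substrate and AmpLite Red detection. Fluorescence read at 525/598 nm; tests interference with the coupling assay, not aldolase inhibition.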
MLL CXXC-DNA inh – blocks binding of human MLL CXXC domain to DNA; Q03164; MLL-CXXC / FITC-HOXA9 DNA fluorescence polarization; Potency, µM (highest dose often 115 µM), without a hit: top-dose activity change, negative = inhibition, usual class: inhibitors; actives 0.037% (n = 290,000); active = well fitted inhibition curve with a large enough effect in the polarisation, with a control signal flat, not every such curve was filed as active; inconclusive = small, poorly fitted or top-dose-only effect, or effect the other way, or a change in a side signal; inactive = no such curve, though single readings can be large or run the other way; the % refers to the polarisation; also: potency is read from the fitted curve at half-maximal effect
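Steps: dispense CXXC domain solution (7 uM) → pin compounds or unlabeled HOX-A9 DNA control → 5 min ambient → add FLSN-HOX-A9 solution (50 nM) → spin → 30 min ambient → fluorescence polarization. Tris pH 7.5/NaCl/DTT/BSA buffer.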
ASM inhibitor – blocks human secretory acid sphingomyelinase | Potency, µM (titrated, usually from 57.5 µM), for inactives: at the highest dose activity change, negative = inhibition, usual class: inhibitors | AID 504937 | actives 0.006% (n = 340,000) | P17405 | placental ASM, HMU-PC fluorogenic substrate, 60 min; also: potency is read from the fitted curve at half-maximal effect
Target sequence (P17405 47-631 limits assumed): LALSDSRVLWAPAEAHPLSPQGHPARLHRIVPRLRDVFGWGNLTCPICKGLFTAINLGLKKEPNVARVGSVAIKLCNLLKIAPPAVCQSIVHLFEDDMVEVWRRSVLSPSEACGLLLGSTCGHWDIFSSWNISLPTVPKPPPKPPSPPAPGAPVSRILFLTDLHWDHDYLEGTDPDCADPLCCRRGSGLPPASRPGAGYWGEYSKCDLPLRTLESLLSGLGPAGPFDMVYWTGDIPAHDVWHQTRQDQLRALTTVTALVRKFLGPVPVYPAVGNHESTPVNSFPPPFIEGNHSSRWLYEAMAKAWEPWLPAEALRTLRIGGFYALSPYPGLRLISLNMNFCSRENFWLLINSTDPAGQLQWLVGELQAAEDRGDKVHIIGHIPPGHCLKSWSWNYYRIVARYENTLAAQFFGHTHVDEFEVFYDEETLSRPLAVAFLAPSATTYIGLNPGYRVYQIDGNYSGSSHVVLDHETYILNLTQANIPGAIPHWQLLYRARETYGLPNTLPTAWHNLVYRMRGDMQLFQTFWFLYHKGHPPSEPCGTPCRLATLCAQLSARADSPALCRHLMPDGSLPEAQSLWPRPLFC
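HMU-PC0 cleavage (9 uM final) by human placental ASM, 60 min at 37 °C following 10 min compound exposure at RT; stopped at pH 10, fluorescence Ex 386/Em 447 nm.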
GALK inh – inhibitors of human galactokinase. Purified GALK, Kinase-Glo residual ATP luminescence. P51570. Potency, µM (doses to about 57.5 µM), without a hit: at the highest dose activity change, negative = inhibition, usual class: inhibitors. AID 1868. actives 0.007% (n = 270,000); also: potency is read from the fitted curve at half-maximal effect; % is scaled to controls: 0 for no effect and ±100 for the full control effect
Target sequence (P51570 whole entry, looked up): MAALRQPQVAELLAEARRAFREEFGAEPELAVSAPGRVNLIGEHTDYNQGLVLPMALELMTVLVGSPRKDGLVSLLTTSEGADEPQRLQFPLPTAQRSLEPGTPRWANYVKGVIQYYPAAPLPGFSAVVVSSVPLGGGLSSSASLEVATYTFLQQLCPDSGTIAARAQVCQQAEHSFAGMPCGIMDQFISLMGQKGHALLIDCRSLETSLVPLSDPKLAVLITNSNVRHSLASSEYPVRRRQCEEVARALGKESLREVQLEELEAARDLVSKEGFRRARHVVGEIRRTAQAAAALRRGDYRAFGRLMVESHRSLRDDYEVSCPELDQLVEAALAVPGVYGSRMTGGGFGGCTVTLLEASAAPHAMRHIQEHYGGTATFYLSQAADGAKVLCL
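5 nM enzyme, 35 uM ATP, 100 uM galactose, 20 mM HEPES pH8.0, 5 mM MgCl2; 1 h RT; residual ATP by Kinase-Glo Plus luminescence, qHTS format.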
a7 integrin act – activates integrin-mediated alleviation for muscular dystrophy; alpha7betagal myoblasts, beta-gal FDG fluorescence, 48 h; Potency, µM (titrated, usually from 38.3 µM), inactives show top-dose activation, usual class: activators; actives 0.064% (n = 350,000);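 also: potency is read from the fitted curve at half-maximal effect; 100% = response of the positive control SU9516; nearly all actives have a fitted effect of over 60% in size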
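alpha7betagal+/- myoblasts (passage 13, 250/well) treated 48 h at 37C with compounds at 1:260 dilution of DMSO stock. Lysed, then beta-galactosidase activity read as FDG fluorescence (ex 480/em 540) after 30 min, with pre-read for autofluorescence.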
AT treatment – candidate therapy for ataxia-telangiectasia; […] A-T fibroblasts, KAP-1 phosphorylation AlphaLISA; neocarzinostatin DNA damage 30 min before lysis; Potency, µM (highest dose often 57.5 µM), without a hit: at the top dose activation, usual class: activators; actives 0.19% (n = 320,000); also: potency is read from the fitted curve at half-maximal effect; % of control where 0% means no effect; nearly all actives have a fitted effect of over 45% in size
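ATM-like activity read as KAP-1 phosphorylation via AlphaLISA donor/acceptor antibody pairs after lysis and 6 hr at 25C. Cells were ATM-null patient fibroblasts ([…], hTERT), dosed 60 min, then exposed to the DSB inducer NCS for 30 min.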
KCNH2 3.1 block – blocks the human KCNH2 3.1 channel isoform; U2OS KCNH2 3.1, thallium flux FluxOr; stronger effect = lower value; activity change, % (tested at about 1.8 µM); actives 0.95% (n = 340,000);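 active = maximum activity change below -70%; inconclusive = maximum activity change from -70% to -50%; inactive = maximum activity change above -50%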;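 also: thallium influx rate constant from kinetic fluorescence after stimulation buffer; % is scaled to controls: 0 for no effect and ±100 for the full control effect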
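Kinetic fluorescence (2 min after stimulation buffer) measures Tl+ influx through KCNH2 3.1 expressed by viral transduction in U2OS cells; the rate constant is normalized against DMSO controls serving as positive and negative references.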
Numbers without * were called inactive; ? = inconclusive; / = not tested or not shown; [ ] = remark or other dose. Unless noted, calls follow the shape of the dose curve; as a rule, active = well fitted curve in the direction sought with a large enough effect; inconclusive = small, poorly fitted or top-dose-only effect, or another doubt; inactive = no such curve, though single readings can be large; an effect the other way counts as inactive or inconclusive.

SMILES | TRPV1 agonist | MBNL1-CUG inh | KCNH2 WT inh | Coupling enz | MLL CXXC-DNA inh | ASM inhibitor | GALK inh | a7 integrin act | AT treatment | KCNH2 3.1 block
Cc1onc(-c2ccccc2Cl)c1C(=O)OCc1nnc(-c2ccccc2)o1 | 8 | / | 1 | / | / | -1% | / | -15% | 6% | -1
O=c1c2c(nc3n1CCS3)c1cc(F)ccc1n2Cc1cc(=O)n2cc(Cl)ccc2n1 | 4 | -3% | 12 | -1 | -13% | -13% | 0% | -13% | 3% | -1
CC(=O)n1cc([C@@H]2C=C(C(=O)Nc3ccccc3)O[C@H](OCCCCO)C2)c2ccccc21 | -1 | 7% | / | 0 | -16% | -13% | 0% | 29% | 4% | /
COc1cc(NC(C)=O)c2ncccc2c1NC(C)=O | -5 | 8% | 7 | -16 | -8% | 3% | 1% | -10% | 35µM* | 15
COc1cccc(NC(=O)C2(S(=O)(=O)c3ccc(Cl)cc3)CC2)c1 | 8 | -5% | -2 | 1 | 3% | 1% | 4% | 17% | -9% | -8
O=C(NCc1ccccn1)c1ccc(-c2ccccc2)cc1 | ? | 1% | 12 | 4 | -3% | 1% | 3% | 7% | 7% | 1
CC1CN(C(=S)Nc2ccc(S(N)(=O)=O)cc2)CC(C)O1 (configuration not stated) | -1 | 5% | ? | 4 | 2% | 10% | -1% | 5% | 2% | -25
CC(=O)Nc1ccc(NC(=O)CSc2nccn2Cc2ccc(Cl)cc2)cc1 | 11 | -1% | 23 | -1 | 6% | 0% | -6% | 4% | 1% | 3
CCCn1c(SCC(=O)N2CCCCC2)nnc1C(C)C | ? | 2% | -5 | 0 | 2% | -2% | 0% | -2% | 7% | 9
COc1ccc(CC(=O)NCC2CCCN(Cc3ccc(OC)cc3F)C2)cc1 (configuration not stated) | 5 | -5% | 30 | 2 | 6% | -1% | 4% | -9% | -7% | -19
COc1ccccc1N1CCN(C(=O)c2ccc(Cn3c(=O)[nH]c4ccsc4c3=O)cc2)CC1 | 2 | -6% | -25 | 1 | -12% | -2% | / | -18% | -5% | 5
CC(=O)NS(=O)(=O)c1ccc(NC(=O)c2ccccc2F)cc1 | 2 | -5% | 7 | 8 | 3% | 10% | 2% | 18% | 4% | -6
CCOc1cc(NC(=S)NCCCN(C)C)c(OCC)cc1NC(=O)C1CC1 | 3 | -1% | 6 | -1 | -2% | 3% | 7% | 25% | 9% | 0
O=C(CSc1nnc(Cc2cc(=O)[nH]c(=O)[nH]2)n1-c1ccccc1)N1CCCCC1 | / | 0% | 1 | 2 | 7% | 4% | 0% | -5% | 15% | 6
CCC(C(=O)N1CC2(C)CC1CC(C)(C)C2)N1C(=O)c2ccccc2C1=O (configuration not stated) | 22 | 5% | -5 | 3 | 2% | 1% | 4% | 20% | 3% | -7
Cc1ccc(Nc2nc3nonc3[nH]c2=O)cc1Cl | -1 | -20% | 2 | 1 | -5% | 2% | -1% | 1% | 1% | -1
COc1ccc(S(=O)(=O)N(CC(=O)NCc2ccncc2)c2cc(C)cc(C)c2)cc1OC | 5 | -5% | 3 | 0 | -3% | 4% | 0% | 6% | 1% | 26
Nc1c(N(CCCO)C(=O)C2CCCCC2)c(=O)[nH]c(=O)n1Cc1ccccc1 | / | / | -4 | / | / | 12% | / | 40% | 3% | 18
CCC(c1ccc(O)cc1)C(CC)c1ccc(O)cc1 (configuration not stated) | 1 | / | -3 | 4 | / | -8% | / | / | -1% | 7
O=C(COC(=O)c1ccc(S(=O)(=O)Nc2ccccc2)cc1)NCC1CCCO1 (configuration not stated) | 0 | 0% | 3 | -1 | -2% | 3% | 1% | 19% | -1% | 2

Quoted at random: 2 records from the list.
SMILES | TRPV1 agonist | MBNL1-CUG inh | KCNH2 WT inh | Coupling enz | MLL CXXC-DNA inh | ASM inhibitor | GALK inh | a7 integrin act | AT treatment | KCNH2 3.1 block
O=C(NCc1ccccn1)c1ccc(-c2ccccc2)cc1 | ? | 1% | 12 | 4 | -3% | 1% | 3% | 7% | 7% | 1
CCCn1c(SCC(=O)N2CCCCC2)nnc1C(C)C | ? | 2% | -5 | 0 | 2% | -2% | 0% | -2% | 7% | 9

The listing picks up, repeating the four entries before the break.
SMILES | TRPV1 agonist | MBNL1-CUG inh | KCNH2 WT inh | Coupling enz | MLL CXXC-DNA inh | ASM inhibitor | GALK inh | a7 integrin act | AT treatment | KCNH2 3.1 block
COc1ccc(S(=O)(=O)N(CC(=O)NCc2ccncc2)c2cc(C)cc(C)c2)cc1OC | 5 | -5% | 3 | 0 | -3% | 4% | 0% | 6% | 1% | 26
Nc1c(N(CCCO)C(=O)C2CCCCC2)c(=O)[nH]c(=O)n1Cc1ccccc1 | / | / | -4 | / | / | 12% | / | 40% | 3% | 18
CCC(c1ccc(O)cc1)C(CC)c1ccc(O)cc1 (configuration not stated) | 1 | / | -3 | 4 | / | -8% | / | / | -1% | 7
O=C(COC(=O)c1ccc(S(=O)(=O)Nc2ccccc2)cc1)NCC1CCCO1 (configuration not stated) | 0 | 0% | 3 | -1 | -2% | 3% | 1% | 19% | -1% | 2
COC(=O)c1cc(Cl)c(NC(=O)C(C)C)cc1OC | 2 | -8% | -18 | 1 | 0% | -2% | 0% | 5% | 1% | 9
COc1ccc(Cn2nnnc2C(c2ccc3ncccc3c2)N2CCN(C3CCCCC3)CC2)cc1 (configuration not stated) | 0 | 6% | -1 | 2 | 6% | -1% | -1% | -27% | 0% | -44
COCCn1ccc(O)c(Cc2ccc(Cl)cc2)c1=O | 0 | ? | -2 | 0 | 14% | 1% | 0% | 13% | -4% | 6
COc1ccc(NS(=O)(=O)Cc2ccccc2)cc1OC | -1 | -5% | 4 | 4 | -5% | 1% | -2% | -10% | 1% | 0
O=C(CCC(=O)NNC(=O)c1ccccc1[N+](=O)[O-])NCc1ccccc1 | 0 | 6% | -11 | 2 | 1% | -1% | 13% | 13% | 1% | -9
CSc1nc2ccccc2n1CC(=O)N1CCCCC1 | 3 | 1% | 3 | 3 | 0% | 3% | 0% | -14% | -9% | 14
CCCc1nnc(SCC(=O)N2CCCC2)n1CC1CCCO1 (configuration not stated) | -2 | -4% | -12 | 1 | 5% | 1% | -2% | 10% | 3% | -25
CCC(C(=O)OCC(=O)NC(=O)c1ccccc1)c1ccccc1 (configuration not stated) | -4 | / | 2 | / | / | 3% | / | 2% | -3% | -5
Cc1cccc(CCN2CCN=C2N(C)C)c1 | 1 | / | 3 | / | / | 4% | / | 2% | -1% | 1
O=C(c1ccc(OCC2CCCO2)cc1)N1CCN(c2ccccc2)CC1 (configuration not stated) | 3 | 1% | 2 | 2 | 0% | 1% | -1% | -5% | 3% | 6
C=C(C)C1Cc2c(C)nn(-c3ccccc3)c2C1 (configuration not stated) | 20 | -2% | -4 | 1 | -1% | 0% | -1% | -24% | 16% | 8
Nc1ccc(Oc2ccccc2F)nc1 | 6 | 0% | -3 | -9 | -4% | 2% | 7% | -5% | -2% | 3
Cn1cnnc1SCc1ccc(C(=O)O)cc1 | 1 | 1% | 6 | -2 | 13% | 1% | 0% | 8% | 1% | 2
Cc1ccc(CN2CCC(NC(=O)c3ccccc3)CC2)cc1 | -1 | -13% | 20 | 1 | -3% | -1% | 4% | 9% | 1% | ?
O=[N+]([O-])c1ccc(Cl)c(S(=O)(=O)NCCc2ccccn2)c1 | / | / | 7 | / | / | 0% | / | -10% | 6% | 0
O=C(Nc1ccc(O)cc1)c1ccc2c(c1)C(=O)N(N1C(=O)c3ccccc3C1=O)C2=O | 2 | ? | 4 | / | 3% | -5% | 0% | -22% | 7% | 5
O=S(=O)(Cc1cnc(Cl)s1)c1ccccc1 | 3 | -1% | 0 | 6 | 0% | 0% | 1% | 11% | -10% | 0
NC1=NC(=O)/C(=C/c2cn(CCC(=O)O)nc2-c2ccc(F)cc2)S1 | -2 | ? | 1 | 5 | 29% | -1% | 0% | 24% | 0% | 13
OCCC1CN(Cc2nc(-c3ccc(F)cc3)cs2)CCN1CCc1ccccc1 (configuration not stated) | 4 | 4% | ? | 2 | -8% | -2% | -1% | 2% | 4% | 7
CC1=C/C(=N\OS(=O)(=O)c2ccccc2)C(C(C)C)=CC1=O | -2 | 9% | 11 | -70* | -2% | -1% | 1% | -55%[inhibitor] | 21% | -2
COCCSc1ccccc1C(=O)Nc1ccc(S(=O)(=O)N2CCOCC2)cc1 | 0 | 0% | 6 | -1 | -2% | 6% | 0% | 2% | 14% | 5
